# Screening data as filed in PubChem.
# tim23-1 inh – tim23-1 yeast growth inhibition; S. cerevisiae tim23-1 growth, BacTiter-Glo luminescence, 24 h; AID 463212; actives 1.3% (n = 330,000); inhibition, % at 20 µM;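 active means growth inhibition of the mutant yeast at or above 50%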;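 further: temperature-sensitive mutant grown at 25 °C; plate controls were DMSO-treated mutant yeast for no effect and medium wells lacking yeast for full effect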
# XBP1 UPR activ – activators of adaptive arm of unfolded protein response (XBP1); CHO-XBP1 luciferase reporter, IRE1-XBP1 UPR activation, luminescence; percent of tunicamycin response, DMSO as zero; activation, % at 20 µM; actives 0.33% (n = 330,000); AID 463104;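 active means versus positive control, 20 µM dose yields 30% or more activation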;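 further: 100% = tunicamycin at 10 µg/mL and 0% = DMSO only wells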
#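 Material: CHO-XBP1 cells stably carrying IRE1-XBP1-driven luciferase reporter / Amount: 1000 cells per well / Compound: 20 µM, 1% DMSO / Times: 6 h treatment, 37 °C / Detection: luciferase luminescence / Measure: % activation of reporter signal versus tunicamycin and DMSO controls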
# APJ ag – agonists of human APJ apelin receptor; P35414; CHO-K1 APJ PathHunter beta-arrestin, luminescence; 0% DMSO wells, 100% apelin; activation, % at 20 µM; actives 0.11% (n = 330,000);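 active means activation more than six SD over the plate average, tested at 20 µM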;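 further: 0% = DMSO alone and 100% = apelin-13 at 10 nM; some results filed as inactive read as strong as hits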
#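 system = engineered CHO-K1 APJ arrestin reporter cells | input = 1000 cells per well | timing = overnight seeding, 90 min compound at 25 °C, 1 h detection | measured by = enzyme-fragment complementation luminescence | read-out = beta-arrestin recruitment to APJ as agonist activity, luminescent signal | control set = negative DMSO alone, positive Apelin-13 at 10 nM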
# APJ antagonist – blocks the human apelin receptor APJ; inhibition, % at 20 µM; AID 2521; CHO-K1 APJ beta-arrestin complementation, luminescence; actives 0.32% (n = 330,000);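 active means inhibition above about 40% at 20 µM, limit read from the data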;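 further: cells challenged with 10 nM apelin-13 agonist together with compound; plate controls were apelin-13 plus DMSO wells for no effect and DMSO wells lacking apelin-13 for full effect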
# Jurkat NFkB inh – inhibitors of the PMA/ionomycin-induced NF-kB reporter in Jurkat cells. PMA/ionomycin-induced NF-kB luciferase reporter, luminescence. inhibition, % at 4 µM. actives 0.53% (n = 330,000). AID 435003; in the data active means inhibition above about 50%
# Mdm2-MdmX inh – human Mdm2/MdmX binding inhibition. inhibition, % at 8 µM. SaOS-2 split-luciferase Mdm2/MdmX complementation, luminescence. O15151+Q00987. actives 3% (n = 330,000);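 active means inhibition of at least 50% at 8 µM in the primary screen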
# Target sequence (O15151 whole entry, looked up): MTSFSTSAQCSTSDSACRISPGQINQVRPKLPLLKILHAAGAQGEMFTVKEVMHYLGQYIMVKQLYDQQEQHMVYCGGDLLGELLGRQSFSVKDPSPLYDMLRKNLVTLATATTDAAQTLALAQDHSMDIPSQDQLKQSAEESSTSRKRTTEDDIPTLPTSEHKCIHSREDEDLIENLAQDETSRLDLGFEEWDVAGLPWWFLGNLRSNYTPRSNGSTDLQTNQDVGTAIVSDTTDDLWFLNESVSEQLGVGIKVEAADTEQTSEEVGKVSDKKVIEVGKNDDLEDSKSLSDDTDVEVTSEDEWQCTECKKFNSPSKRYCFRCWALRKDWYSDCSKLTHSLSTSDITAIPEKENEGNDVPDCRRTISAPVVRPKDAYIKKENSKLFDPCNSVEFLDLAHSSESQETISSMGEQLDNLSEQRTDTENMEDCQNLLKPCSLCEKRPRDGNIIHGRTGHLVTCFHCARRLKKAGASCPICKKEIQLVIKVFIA
# Target sequence (Q00987 whole entry, looked up): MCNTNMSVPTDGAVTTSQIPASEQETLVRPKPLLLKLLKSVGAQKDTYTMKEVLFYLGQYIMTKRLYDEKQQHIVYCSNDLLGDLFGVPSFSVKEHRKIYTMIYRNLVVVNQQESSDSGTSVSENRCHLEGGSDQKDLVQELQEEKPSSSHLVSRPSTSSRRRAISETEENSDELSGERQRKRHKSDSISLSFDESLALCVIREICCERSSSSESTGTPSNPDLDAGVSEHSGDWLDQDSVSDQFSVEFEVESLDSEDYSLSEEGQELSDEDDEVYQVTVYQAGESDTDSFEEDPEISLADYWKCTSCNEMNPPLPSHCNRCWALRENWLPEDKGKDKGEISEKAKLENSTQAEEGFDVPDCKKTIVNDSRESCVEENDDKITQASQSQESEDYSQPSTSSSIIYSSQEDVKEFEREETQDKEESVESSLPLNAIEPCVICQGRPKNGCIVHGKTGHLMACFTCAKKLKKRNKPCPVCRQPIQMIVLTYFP
# CHOP UPR activ – activators of apoptotic arm of unfolded protein response (CHOP); actives 0.34% (n = 330,000); activation, % at 10 µM; CHO-CHOP luciferase reporter, UPR activation, luminescence; percent of tunicamycin response over DMSO baseline;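 active means at 10 µM dose, activation of 40% or more, normalized to positive control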;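 further: 100% = tunicamycin at 10 µg/mL and 0% = DMSO alone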
#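 Test system: CHO-CHOP cells, stable luciferase reporter of PERK-eIF2a-CHOP signalling | Quantity: 500 CHO-CHOP cells per well | Buffer or medium: F12 plus 10% serum | Compound dosing: 10 µM single point, 0.5% DMSO | Schedule: 6 h compound treatment, 37 °C | Signal: Luciferase luminescence | Control set: Tunicamycin high control, DMSO low control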
# 697 NFkB inh – inhibitors of the PMA/ionomycin-induced NF-kB reporter in 697 B cells | AID 435022 | 697 B-cell NF-kB luciferase reporter, 16 h | inhibition, % at 4 µM | actives 0.33% (n = 330,000); in the data active means inhibition above about 35%
# An asterisk follows results filed as active; . = no result given. Hits appear at their usual frequency; 5% or so of the library scored in one or more.
1. C[C@@H]1NC(=O)[C@H](CCCN=C(N)N)NC(=O)c2cc([N+](=O)[O-])cc(I)c2OCC[C@@H](C(=O)NC(CC(=O)O)C(N)=O)NC1=O (some centres undefined)
2. O=C(Nc1ccccc1N1CCCC1)c1cccc(Cl)c1Cl
3. Cc1c(NC(=O)c2ccc(C(=O)Nc3c(C)n(C)n(-c4ccccc4)c3=O)cc2)c(=O)n(-c2ccccc2)n1C
4. COc1ccc([N+](=O)[O-])cc1N(CC(O)CN1CCOCC1)S(=O)(=O)c1ccccc1 (centres undefined)
5. COc1ccc(N(C(=O)COc2ccc(C)cc2)S(=O)(=O)c2ccc(C)cc2)cc1
6. CC1(c2ccccc2Cl)NC(=O)N(CC(=O)NCCC2=CCCCC2)C1=O (centres undefined)

Assay by compound,1,2,3,4,5,6
tim23-1 inh,5,2,18,21,38,4
XBP1 UPR activ,-3,-4,-2,1,-3,-2
APJ ag,1,-3,0,2,-3,-1
APJ antagonist,-45,6,-5,11,-25,-34
Jurkat NFkB inh,-20,6,-5,-5,3,-18
Mdm2-MdmX inh,8,-15,14,0,19,11
CHOP UPR activ,-0.1,-0.9,-0.7,1.4,-0.7,-0.6
697 NFkB inh,16,25,-25,7,14,9

7. CC(C)(C)C1CCc2c(C(=O)NNC(=O)/C=C/C(=O)O)csc2C1 (centres undefined)
8. O=C(CN1C(=O)S/C(=C/c2cc(Br)cs2)C1=O)N1CCOCC1
9. C/C(=N\NC(=O)CSCc1ccc([N+](=O)[O-])cc1)c1ccccc1
10. CCC(C)[C@H](NC(=O)N1CCCCCC1)C(=O)O (some centres undefined)
11. COc1ccc(-c2cc(C(F)(F)F)nc(SCC(=O)Nc3ccc4c(c3)OCO4)n2)cc1
12. O=C(NC1CCCC1)c1cccc(S(=O)(=O)N2CCCC2)c1

Assay by compound,7,8,9,10,11,12
tim23-1 inh,-2,-17,7,13,-12,5
XBP1 UPR activ,-1,1,1,1,55*,-2
APJ ag,-2,-1,-1,-5,-1,-1
APJ antagonist,-4,-2,-2,7,-9,21
Jurkat NFkB inh,-6,4,-1,3,11,-6
Mdm2-MdmX inh,-28,7,10,-8,44,14
CHOP UPR activ,-1.0,-1.4,-2.3,0.9,0.4,-1.6
697 NFkB inh,-11,11,-8,9,3,20

13. CNC(=O)CN(c1ccc(C(C)C)cc1)S(C)(=O)=O
14. COc1cccc(NC(=O)N(Cc2ccco2)C(C)c2cccs2)c1 (centres undefined)
15. CCOc1ccc(NC(=O)c2ccc3c(=O)n(-c4ccc(OC)cc4OC)c(=S)[nH]c3c2)cc1
16. O=C(CCCOc1ccc(Cl)cc1Cl)N/N=C/c1cccc([N+](=O)[O-])c1
17. CCN(CC)C(=O)Oc1ccc2c(=O)c(-c3ccccc3)coc2c1
18. Cc1cc(=O)[nH]c2c(C)cc(S(=O)(=O)Nc3ccc(O)cc3)cc12

Assay by compound,13,14,15,16,17,18
tim23-1 inh,-2,24,-1,-2,21,-7
XBP1 UPR activ,-1,-3,-4,1,0,-4
APJ ag,-1,-2,-2,-2,-3,0
APJ antagonist,3,9,16,30,3,2
Jurkat NFkB inh,-9,3,21,11,-138,4
Mdm2-MdmX inh,13,6,2,-20,-137,25
CHOP UPR activ,-0.7,-1.8,4.4,-1.0,1.2,-1.8
697 NFkB inh,-11,12,-34,-6,-181,-2

19. COc1ccccc1N(CC(=O)NCc1ccccc1C)S(=O)(=O)c1ccc(C)cc1
20. O=C(Nc1ccc(N2CCCC2)c(S(=O)(=O)Nc2cccc(C(F)(F)F)c2)c1)c1cccs1
21. O=C(Nc1ccc(N2CCOCC2)cc1)Nc1ccc(Cl)c(Cl)c1
22. CCOC(=O)C1CCN(C(=S)Nc2ccc(S(N)(=O)=O)cc2)CC1
23. O=C(N/N=C/c1ccccc1O)C(=O)Nc1ccccn1
24. CCCCCCCOc1ccc(OC(=O)c2ccncc2)cc1

Assay by compound,19,20,21,22,23,24
tim23-1 inh,29,24,1,-2,23,20
XBP1 UPR activ,-2,-3,3,-2,4,8
APJ ag,-2,0,-1,-4,-1,-2
APJ antagonist,8,-20,1,1,-14,9
Jurkat NFkB inh,-1,2,-66,6,0,80*
Mdm2-MdmX inh,6,15,-1,-8,-12,32
CHOP UPR activ,-1.5,-1.6,3.7,-1.8,2.0,1.1
697 NFkB inh,8,-4,-84,6,-32,-92

25. CCC(=O)NC(C)c1cc(Cl)c2ccccc2c1O (centres undefined)
26. CCOC(=O)c1ccc(-c2ccc3[nH]c4ccccc4c(=O)c3c2)cc1F
27. Cc1ccccc1Cn1c(=O)n(C)c(=O)c2sccc21
28. CCn1c(NC(=O)c2cccs2)nc2ccccc21
29. COCC(=O)n1nc(-c2ccccc2)nc1NCc1ccc(F)cc1
30. CCOC(=O)c1cc(-c2ccccc2C)nn1CC1CC(c2cccnc2)=NO1 (centres undefined)

Assay by compound,25,26,27,28,29,30
tim23-1 inh,27,18,14,22,9,8
XBP1 UPR activ,-2,2,-4,6,0,2
APJ ag,-1,2,1,0,-2,-3
APJ antagonist,-16,5,-8,-6,-11,-4
Jurkat NFkB inh,-12,-38,-5,-23,-12,-9
Mdm2-MdmX inh,10,-28,-21,15,6,7
CHOP UPR activ,-1.4,2.9,-2.2,2.1,1.5,-0.7
697 NFkB inh,13,-1,-10,-19,-20,-4

31. C(#Cc1ccccc1)CN1CCN(c2ccccn2)CC1
32. Cc1cccn2cc(CNC(=O)C3CCCCC3)nc12
33. CN1CCN(CC(=O)Nc2ccc(S(=O)(=O)N(C)C)cc2)CC1
34. NC(=O)[C@@H]1CCCNc2c(I)cc([N+](=O)[O-])cc2C(=O)N[C@@H](Cc2ccccc2)C(=O)N[C@@H](Cc2cnc[nH]2)C(=O)N1
35. CSc1ncccc1C(=O)OCc1ccccc1Cl
36. CCn1cc(C(c2ccccc2)C(C(C)=O)[N+](=O)[O-])c2ccccc21 (centres undefined)

Assay by compound,31,32,33,34,35,36
tim23-1 inh,3,10,6,7,2,26
XBP1 UPR activ,0,-1,-1,-2,3,-3
APJ ag,-4,-1,-2,-7,-4,-4
APJ antagonist,11,0,13,20,3,6
Jurkat NFkB inh,8,-24,-16,-3,-14,12
Mdm2-MdmX inh,-18,14,10,-7,8,18
CHOP UPR activ,-1.4,-1.6,-2.8,-1.3,5.1,-0.7
697 NFkB inh,8,15,5,24,-9,-11

37. CCCCn1nnc(NC(=O)COc2ccc(Cl)c(C)c2)n1
38. CN1CCN(C(=O)c2cc3sc4ccccc4c3s2)CC1
39. O=C(CCS(=O)(=O)c1ccccc1)N1CCN(c2ccccc2)CC1
40. C/C(=N\NC(=O)c1nnn(-c2nonc2N)c1CN(C)c1ccccc1)c1ccc(O)cc1
41. O=[N+]([O-])c1cc2c(c(CSc3nnc(Nc4ccccc4)s3)c1)OCOC2
42. COC(=O)c1c(C)oc2cc(Br)c(OCC(=O)C(C)(C)C)cc12

Assay by compound,37,38,39,40,41,42
tim23-1 inh,5,12,-2,11,-8,-14
XBP1 UPR activ,1,0,-5,-2,0,3
APJ ag,-4,-4,4,0,-2,-7
APJ antagonist,8,-12,15,5,-7,8
Jurkat NFkB inh,6,-124,-70,20,11,-5
Mdm2-MdmX inh,-9,-110,-19,28,17,24
CHOP UPR activ,1.4,4.2,-1.5,0.2,-2.9,-1.8
697 NFkB inh,-1,-107,-68,-10,15,1

43. Cc1ccc(C(C)n2cc(C(=O)NCc3cccnc3)nn2)cc1 (centres undefined)
44. CCC(=O)c1cc(-c2nc3ccccc3n2C)n(C)c1
45. CC1CC(C)CN(S(=O)(=O)N2CCCC(C(=O)NC3CCCCC3C)C2)C1 (centres undefined)
46. CC1CCN(c2ccc(-c3cccc(NC(=O)C(F)(F)F)c3)nn2)CC1
47. COc1ccccc1N(CC(=O)NC1CCCCC1)C(=O)CNC(=O)c1cccs1
48. Cc1oc(-c2ccc(-c3ccccc3)cc2)nc1CN1CCN(CC(=O)N(C)C)CC1

Assay by compound,43,44,45,46,47,48
tim23-1 inh,1,-1,26,24,17,9
XBP1 UPR activ,0,0,-6,-12,-5,-2
APJ ag,1,-3,0,7,-2,-1
APJ antagonist,5,13,3,-10,12,-7
Jurkat NFkB inh,-5,-2,7,-1,-6,-15
Mdm2-MdmX inh,-4,-17,6,73*,4,-53
CHOP UPR activ,-2.3,-1.0,-0.7,-11,-0.5,4.8
697 NFkB inh,14,-8,-21,-93,-12,-267

# From no. 36 as far as 45, as listed above:
36. CCn1cc(C(c2ccccc2)C(C(C)=O)[N+](=O)[O-])c2ccccc21 (centres undefined)
37. CCCCn1nnc(NC(=O)COc2ccc(Cl)c(C)c2)n1
38. CN1CCN(C(=O)c2cc3sc4ccccc4c3s2)CC1
39. O=C(CCS(=O)(=O)c1ccccc1)N1CCN(c2ccccc2)CC1
40. C/C(=N\NC(=O)c1nnn(-c2nonc2N)c1CN(C)c1ccccc1)c1ccc(O)cc1
41. O=[N+]([O-])c1cc2c(c(CSc3nnc(Nc4ccccc4)s3)c1)OCOC2
42. COC(=O)c1c(C)oc2cc(Br)c(OCC(=O)C(C)(C)C)cc12
43. Cc1ccc(C(C)n2cc(C(=O)NCc3cccnc3)nn2)cc1 (centres undefined)

Assay by compound,36,37,38,39,40,41,42,43
tim23-1 inh,26,5,12,-2,11,-8,-14,1
XBP1 UPR activ,-3,1,0,-5,-2,0,3,0
APJ ag,-4,-4,-4,4,0,-2,-7,1
APJ antagonist,6,8,-12,15,5,-7,8,5
Jurkat NFkB inh,12,6,-124,-70,20,11,-5,-5
Mdm2-MdmX inh,18,-9,-110,-19,28,17,24,-4
CHOP UPR activ,-0.7,1.4,4.2,-1.5,0.2,-2.9,-1.8,-2.3
697 NFkB inh,-11,-1,-107,-68,-10,15,1,14

44. CCC(=O)c1cc(-c2nc3ccccc3n2C)n(C)c1
45. CC1CC(C)CN(S(=O)(=O)N2CCCC(C(=O)NC3CCCCC3C)C2)C1 (centres undefined)

Assay by compound,44,45
tim23-1 inh,-1,26
XBP1 UPR activ,0,-6
APJ ag,-3,0
APJ antagonist,13,3
Jurkat NFkB inh,-2,7
Mdm2-MdmX inh,-17,6
CHOP UPR activ,-1.0,-0.7
697 NFkB inh,-8,-21

# More results follow.
49. CN(C1CCCCC1)S(=O)(=O)c1cc2c(cc1Cl)NC(=O)CO2
50. Cc1ccc2c(c1)C1NC(=S)NC(C)(O2)C1C(=O)Nc1ccc(Cl)cc1 (centres undefined)
51. COCCNC(=O)c1ccc(N2CCC3(CC2)OCCO3)c([N+](=O)[O-])c1
52. CCN1Cc2cc(OC)ccc2-c2ccccc2S1(=O)=O
53. Cc1cc(C)n2c(nc3ccccc32)c1C(=O)NCc1ccccc1
54. CC(=O)c1cccc(NC(=O)NCCS(C)=O)c1 (centres undefined)
55. CCN(Cc1ccccc1)C(=O)CSc1ncn[nH]1
56. Cc1ccc(C)c(S(=O)(=O)NCCC(=O)N2CCCC(C(N)=O)C2)c1 (centres undefined)
57. CCc1ccc(NC(=S)NC2CC3CCC(C2)N3Cc2ccco2)cc1 (centres undefined)

Assay by compound,49,50,51,52,53,54,55,56,57
tim23-1 inh,51*,2,13,31,36,27,5,-8,-10
XBP1 UPR activ,-3,1,-1,1,14,1,-2,-5,-1
APJ ag,0,0,2,.,-3,2,-1,-3,0
APJ antagonist,7,-23,-1,.,-2,0,-4,25,-19
Jurkat NFkB inh,5,-5,10,.,-5,4,2,-6,-1
Mdm2-MdmX inh,29,-34,8,7,-17,-25,0,12,16
CHOP UPR activ,-2.0,2.5,2.0,2.8,-1.7,0.3,2.6,1.6,1.1
697 NFkB inh,-15,-29,-3,-3,-21,-1,-2,16,5
